CHRM4 PAM: human M4 muscarinic receptor positive allosteric modulators, primary screen, CHO-K1 cells, Fluo-8 calcium fluorescence. Muscarinic acetylcholine receptor M4 (Homo sapiens), P08173. CHO-K1 hM4/Gqi5, ACh EC20; 0% = ACh EC20, 100% = maximal ACh. activation, % at 3 µM. 360,000 tested, 0.4% active;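 active means activation above its plate's cutoff, the mean activation of sample wells plus 3 SD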; further: some results filed as inactive read as strong as hits
Target sequence (P08173 whole entry, looked up): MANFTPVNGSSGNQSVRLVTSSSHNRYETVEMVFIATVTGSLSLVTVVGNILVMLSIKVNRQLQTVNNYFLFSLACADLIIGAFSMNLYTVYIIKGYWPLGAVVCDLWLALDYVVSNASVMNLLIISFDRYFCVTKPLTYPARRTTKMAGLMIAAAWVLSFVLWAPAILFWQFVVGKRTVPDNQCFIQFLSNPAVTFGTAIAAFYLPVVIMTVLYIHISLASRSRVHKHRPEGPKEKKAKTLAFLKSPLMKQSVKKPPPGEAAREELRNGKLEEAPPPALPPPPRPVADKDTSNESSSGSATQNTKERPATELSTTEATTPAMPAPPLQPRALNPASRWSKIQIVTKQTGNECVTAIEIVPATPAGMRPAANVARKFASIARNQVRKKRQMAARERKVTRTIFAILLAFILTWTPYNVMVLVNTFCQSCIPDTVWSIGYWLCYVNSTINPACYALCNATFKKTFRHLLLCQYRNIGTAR
CHO-K1 Ca ag: counter-screen for M1 agonists: effect in parental CHO-K1 cells. Fluo-8 calcium fluorescence; scaled to maximal ATP response, vehicle zero. activation, % at 3 µM. 360,000 tested, 0.48% active. AID 602248, 2012; in the data active means activation above about 15%;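 further: untransfected CHO-K1 host cells lacking M1 receptor as counterscreen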
M4 antag: human M4 muscarinic receptor antagonists, primary screen, CHO cells, Fluo-8 calcium fluorescence. CHO-hM4 cells, ACh EC80. inhibition, % at 3 µM. 360,000 tested, 0.73% active;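 active means inhibition above its plate's cutoff, the mean inhibition of sample wells plus 3 SD, cut at about 27% in these data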;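 further: 0% = acetylcholine EC80 with DMSO and 100% = DMSO without agonist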
M5 antag: human M5 muscarinic receptor antagonists, primary screen, CHO cells, Fluo-8 calcium fluorescence. 360,000 tested, 0.59% active. inhibition, % at 3 µM. CHO-hM5 cells, ACh EC80. AID 624040, 2012;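 active means inhibition above a per-plate cutoff, the mean of that plate's test compounds plus 3 SD, cut at about 27% in these data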;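 further: 0% = acetylcholine EC80 with DMSO and 100% = DMSO without agonist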
Target sequence (P08912 whole entry, looked up): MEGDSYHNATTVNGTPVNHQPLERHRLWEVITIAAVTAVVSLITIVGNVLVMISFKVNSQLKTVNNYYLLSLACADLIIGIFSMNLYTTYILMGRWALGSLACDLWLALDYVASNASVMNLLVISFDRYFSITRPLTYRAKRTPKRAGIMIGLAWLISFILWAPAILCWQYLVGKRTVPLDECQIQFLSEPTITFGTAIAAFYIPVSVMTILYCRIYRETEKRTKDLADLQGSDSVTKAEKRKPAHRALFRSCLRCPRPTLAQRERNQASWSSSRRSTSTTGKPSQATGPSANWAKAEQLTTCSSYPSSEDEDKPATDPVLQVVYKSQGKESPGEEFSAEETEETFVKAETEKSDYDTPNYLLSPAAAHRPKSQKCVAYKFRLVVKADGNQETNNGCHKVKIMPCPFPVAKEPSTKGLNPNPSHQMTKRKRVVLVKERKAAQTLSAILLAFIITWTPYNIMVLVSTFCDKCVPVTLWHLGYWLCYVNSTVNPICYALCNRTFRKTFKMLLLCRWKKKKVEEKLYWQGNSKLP
M5 ag: human M5 muscarinic receptor agonists, primary screen, CHO-K1 cells, Fluo-8 calcium fluorescence | Muscarinic acetylcholine receptor M5 (Homo sapiens), P08912 | CHO-K1 hM5 cells; 0% DMSO wells, 100% maximal acetylcholine response | activation, % at 3 µM | 360,000 tested, 0.19% active | AID 624037, 2012;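 active means activation above the run's mean over test compounds plus 3 SD, cut at about 23% in these data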;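 further: signal is peak over basal fluorescence ratio across the kinetic read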
CHO-K1 Ca antag: M1 antagonist counterscreen hit in parental CHO-K1 cells; inhibition, % at 3 µM; AID 602250; 360,000 tested, 0.6% active; ATP-induced calcium, Fluo-8 fluorescence;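 active means inhibition above a per-plate cutoff, the plate's mean sample inhibition plus 3 SD, cut at about 24% in these data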;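 further: 0% = DMSO plus EC80 ATP and 100% = DMSO alone without ATP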
M5 PAM: human M5 muscarinic receptor positive allosteric modulators, primary screen, CHO-K1 cells, Fluo-8 calcium fluorescence | CHO-K1 hM5, ACh EC20 PAM; 0% = ACh EC20, 100% = ACh EC100 | activation, % at 3 µM | 360,000 tested, 0.3% active | AID 624038, 2012;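 active means activation above the run cutoff, the mean activation of all test compounds plus 3 SD, cut at about 18% in these data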
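System: CHO-K1 cell line with stable human muscarinic M5 receptor expression | Also added: EC20 acetylcholine as agonist stimulus | Compound: One concentration, 3 µM final (nominal) | Timing: Fluo-8 loading 80 min at 37 °C plus 30 min room temperature | Measured by: Fluo-8 calcium dye fluorescence, kinetic read | Read-out basis: % activation, ACh-normalized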
M4 ag: human M4 muscarinic receptor agonists, primary screen, CHO-K1 cells, Fluo-8 calcium fluorescence | Muscarinic acetylcholine receptor M4 (Homo sapiens), P08173 | CHO-K1 hM4/Gqi5; vehicle 0%, full acetylcholine response 100% | activation, % at 3 µM | 360,000 tested, 0.14% active | AID 624127, 2012;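 active means activation above the run mean over all test wells plus 3 SD, cut at about 32% in these data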;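 further: peak over basal fluorescence ratio per well then scaled between controls; 0% = DMSO wells and 100% = acetylcholine at EC100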
CHO-K1 Ca PAM: nonselective calcium activators in parental CHO-K1 cells, primary screen, counter-screen for M1 PAM project, cell-based, Fluo-8 calcium fluorescence, full deck, 1536-well; ATP EC20; 0% at ATP EC20, 100% at ATP max; activation, % at 3 µM; 360,000 tested, 0.02% active;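 active means activation above the run cutoff, the mean activation of all test compounds plus 3 SD, cut at about 40% in these data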;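 further: peak over basal fluorescence ratio in a 140 s read after ATP addition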
* hit, by the source's call. Compounds were not picked by outcome; about 2.7% have a hit in one of these screens.

Values run as follows: CHRM4 PAM, CHO-K1 Ca ag, M4 antag, M5 antag, M5 ag, CHO-K1 Ca antag, M5 PAM, M4 ag, CHO-K1 Ca PAM
COC(=O)c1cc2c(s1)CS(=O)C2 (centres undefined)
→ -3, 1.0, -2, 0, 3, -37, -4, 2, -10
COc1ccc(CCNC(=O)CN(c2cc([N+](=O)[O-])ccc2OC)S(C)(=O)=O)cc1
→ 0, 12, 3, 8, -5, 7, -8, 0, 13
COc1ccc(Cl)cc1NC(=O)COc1ccc2c(c1)OCO2
→ 6, 0.3, 1, 10, 1, -15, 0, 0, -1
COc1cccc(Cn2nnc(C(=O)NCc3ccccc3Cl)c2N)c1
→ 4, 0.1, -6, 2, 5, 14, -3, 6, 4
Cc1n[nH]c(=O)c2c(NC(=O)CSc3nnnn3-c3ccc(O)cc3)oc(C)c12
→ 7, 14, -9, 6, 1, 9, -2, 0, 0
CC(=O)NC1=NN(C(C)=O)C(C)(c2cccc([N+](=O)[O-])c2)S1 (centres undefined)
→ -2, 0.3, 11, 4, 1, 1, -1, 1, 10
CN([C@@H](C(=O)OC(C)(C)C)c1ccccc1)S(=O)(=O)c1cccc(S(=O)(=O)N(C)[C@@H](C(=O)OC(C)(C)C)c2ccccc2)c1
→ 4, -0.2, -5, 0, 3, 5, 10, 1, -4
O=C1/C(=C\c2ccc(Br)cc2)SC(=S)N1NS(=O)(=O)c1ccccc1
→ -1, 1.1, -10, -1, -2, -12, 3, 1, 14
CC(C)Cc1ccc(CN2CCCC(NC(=O)c3cccc(-n4cnnc4)c3)C2)cc1 (centres undefined)
→ -5, 4.0, -2, -3, -3, -5, -1, 7, 27
CCN(CC)C(=O)CSc1nnc(-c2ccco2)o1
→ 2, 0.3, 1, -2, -3, 1, -4, 1, 1
C=CCn1c(=N)n(CC(=O)c2ccccc2)c2ccccc21
→ -3, -0.5, -2, 15, -15, -9, -1, -1, 5
CCCn1c(=O)n(C)c(=O)c2c(SCC(=O)NCC(c3ccccc3)N(C)C)nc(CC(C)C)nc21 (centres undefined)
→ 8, 7.8, -9, -5, -4, -1, 2, 3, 23
O=C(Cn1nc(C(F)F)cc1C1CC1)N1CCCC1
→ 1, 6.2, 0, -1, -3, 0, 9, 2, 16
CCc1ccc(OCCNc2cc(N3CCNC(C)C3)ccc2[N+](=O)[O-])cc1 (centres undefined)
→ -2, 4.7, 11, 7, -7, -8, -12, 22, 24
COCCCN1C(=O)C(CC(=O)NCc2ccco2)CC(C(=O)N2CCOCC2)=C1C (centres undefined)
→ 4, 1.0, -8, 12, 0, -6, -8, 0, 18
NC1=NS(=O)(=O)NC1c1cccc(Cl)c1 (centres undefined)
→ -1, -0.1, 1, -2, -1, -6, 2, 1, 11
Cc1ccc(-c2n[nH]c(=S)n2/N=C/c2ccc(C)o2)cc1
→ 8, -0.4, -4, -3, -5, -6, 0, -1, 19
O=C(NCCCn1ccnc1)c1cccc(S(=O)(=O)Nc2ccc(Br)cc2)c1
→ 3, 0.7, -25, 2, -5, -2, -2, 2, 3
O=C(N/N=C/c1ccccc1F)c1ccccc1OCc1ccccc1
→ -1, 2.0, -5, 11, -3, -29, -2, 4, 20
CS(=O)(=O)Nc1ccc(C(=O)Nc2ccc(S(=O)(=O)Nc3nccs3)cc2)cc1
→ -2, 0.8, 8, -2, 1, -4, 6, 0, 5
C=CC[C@@H](CC(=O)N[C@H](CO)Cc1ccccc1)C(=O)NC[C@H](OC(=O)[C@@H](CC=C)Cc1ccc(F)cc1)c1ccccc1
→ -12, 3.9, 14, 16, 1, -4, -20, 18, 2
CC1Cc2[nH][nH]c(=O)c2C(C2CCCC2)O1 (centres undefined)
→ 4, 0.6, 4, 4, 1, -12, 9, 0, 21
Cc1cc(=O)n(CC(=O)NCCN2CCOCC2)c2c1c(C)nn2-c1ccccc1
→ -3, 0.2, 7, 7, -2, -8, -2, 1, -2
O=C(Cc1ccccc1)Nc1ccccc1N1CCOCC1
→ -2, 0.0, 7, 9, -4, 15, -3, 0, -12
CCC(CC)c1nnc(NC(=O)Cc2cccs2)s1
→ 1, 0.7, 0, 12, -1, -7, -11, 1, 22
COc1cc2c(c(OC)c1CC=C(C)C)C[C@H](c1ccc(O)cc1O)CO2
→ 17, 1.2, -16, 2, 4, -5, -1, 3, 11
O=C(CSc1nnc(-c2ccccn2)n1Cc1ccccc1)Nc1ccc2c(c1)OCO2
→ -6, 0.6, -1, 5, -6, 0, -5, 3, 5
Cc1cc(C)nc(SCC(=O)c2ccc(F)cc2)n1
→ 9, 1.0, -9, 13, -12, -8, 3, 2, 18
Brc1ccc(-c2ccccc2)cc1
→ 5, 0.1, -15, 0, 0, -23, 1, 1, 5
c1ccc(C2C/C(=N\N3CCOCC3)c3ccccc3O2)cc1 (centres undefined)
→ 0, 2.9, 5, -8, -5, -6, 4, 0, 25
O=C(Nc1ccc(S(=O)(=O)N2CCCC2)cc1)N1c2ccccc2Sc2ccccc21
→ -6, 0.0, 3, 3, -6, -25, -4, 1, 26
Cc1cc(C)c2c(CN3CCN(C/C=C/c4ccccc4)CC3)cc(=O)oc2c1
→ -6, -0.1, 6, 8, -5, -6, -5, 0, 2
CC(=O)OC(Cn1ccnc1)c1ccccc1 (centres undefined)
→ 8, 0.0, -9, -3, -10, -6, -2, 0, -2
Cc1nnc(SCc2nnc(-c3cccs3)o2)n1C
→ 2, 1.0, -3, -1, -3, -18, -9, 1, 18
COCC(=O)Nc1ccc(S(=O)(=O)N2CCCC2)cc1
→ -2, 0.7, 2, 4, -3, -15, -1, 1, 9
COc1ccc(/C=C2\N=C(C)OC2=O)cc1OC
→ 8, 0.3, -16, -4, -2, -21, 3, 1, -1
Cc1ncc(CN2CCC(C(=O)Nc3ccc(Oc4cccnc4)cc3)CC2)cn1
→ -5, 2.5, 0, -2, -3, 4, -4, 2, 5
CC1CCCCC1NC(=O)Cn1nnc2ccccc2c1=O (centres undefined)
→ 9, 0.0, -3, -4, 3, 4, 3, 3, -12
Cc1oc(-c2ccc(F)cc2F)nc1CN1CCN(C(=O)c2ccco2)CC1
→ 12, 2.2, -12, -14, 2, -9, 2, 4, 14
O=C(COC(=O)c1c(F)cccc1F)NCc1ccc2c(c1)OCO2
→ 13, -0.1, 0, 10, -2, -13, 1, 1, 7
Cc1sc2nc(CSc3ncn[nH]3)[nH]c(=O)c2c1C
→ 1, 0.1, 5, -1, -5, -13, -3, 0, 3
Cc1ccc(-c2nnc(SCC(=O)CC(=O)Nc3ccccc3)n2-c2ccccc2)cc1
→ 4, 2.5, 3, -3, -3, -3, 0, 2, 12
O=C(CSc1nnc(-c2ccco2)n1Cc1ccccc1)c1ccc(F)cc1
→ -2, 1.6, -1, 11, 0, 1, -3, 3, 8
CCOC(=O)C1CCN(C(=O)c2cc3cc(C)ccc3[nH]2)CC1
→ -3, 0.9, -2, 8, -1, -3, -3, 0, 17
CSc1ncccc1C(=O)OCC(=O)NCCc1ccccc1
→ 4, 0.4, -9, -6, -1, -19, 6, 0, 11
CCS(=O)(=O)C1=NN2C(=N)/C(=C\c3ccc(OS(=O)(=O)c4ccccc4)cc3)C(=O)N=C2S1
→ -2, 0.0, 5, 13, -8, -4, -7, -1, -3
CCCCn1c(N)c(N(CC)C(=O)c2cnc(C)cn2)c(=O)[nH]c1=O
→ 8, 0.7, 1, 0, 0, -16, -1, 0, 26
Cc1cc(C)n(-c2ccc(C(=O)OCC(=O)NC(c3ccccc3)c3ccccc3)cc2)n1
→ 4, 2.3, -1, 2, -2, -13, -3, 3, 29
Cn1ccc2c(N3CCCCC3)cc3c(c21)C1CCC3C1 (centres undefined)
→ -11, 0.9, 9, -8, -6, -8, 0, -2, 22
COc1ccc(NC(=O)COC(=O)CCc2ccc(S(=O)(=O)N3CCOCC3)cc2)c(OC)c1
→ -7, 2.4, 15, 6, 4, -10, -3, 3, 13
O=C(CSc1cccc[n+]1[O-])Nc1cc([N+](=O)[O-])ccc1Cl
→ -8, 0.6, -2, 2, 3, -3, 3, 1, 1
COc1ccc(-c2ccc(CCC(=O)O)n2C(C)C)cc1
→ -1, 0.8, -6, 1, 0, -20, -4, 3, 15
CC(C)N(Cc1ccc(F)cc1)C(=O)c1cc2ccccc2oc1=O
→ -2, 0.8, 8, 1, -1, 8, -8, 0, 11
N#Cc1nc(COc2ccccc2F)oc1NCCCn1ccnc1
→ -5, 0.8, 1, 0, -5, -4, 6, 3, 9
O=C(Nc1cccc(F)c1)c1cc(S(=O)(=O)NCCC2=CCCCC2)ccc1F
→ -10, 3.2, -3, 15, -3, 2, -9, 4, 20
COC(=O)/C=C1\S/C(=N/N=C/c2ccco2)NC1=O
→ -3, 0.4, 8, -2, -2, 12, 3, 1, -1
COc1ccc(C(=O)Nc2ccc(N3CCN(C(=O)C(C)C)CC3)cc2)cc1[N+](=O)[O-]
→ 23*, 0.7, -3, 10, 3, 0, 0, 1, 2
N=c1c(S(=O)(=O)c2ccc(Br)cc2)cc2c(=O)n3ccccc3nc2n1C1CCCC1
→ 7, -0.6, -3, 6, -4, 12, -4, 3, 17
Cn1ncc(Cl)c1C(=O)N1CCN(c2ccc(Cl)c(Cl)c2)CC1
→ 0, 14, -8, 29*, 2, 7, -15, 16, -4
COc1ccc(OC)c(N2C(=O)CC(C(C)c3ccccc3)C2=O)c1 (centres undefined)
→ 0, 0.6, 2, 2, -3, -7, 1, 1, 17

Some values from above:
`CCS(=O)(=O)C1=NN2C(=N)/C(=C\c3ccc(OS(=O)(=O)c4ccccc4)cc3)C(=O)N=C2S1` – CHO-K1 Ca PAM: -3
`O=C(Nc1cccc(F)c1)c1cc(S(=O)(=O)NCCC2=CCCCC2)ccc1F` – M5 antag: 15

(more compounds)
Values run as follows: CHRM4 PAM, CHO-K1 Ca ag, M4 antag, M5 antag, M5 ag, CHO-K1 Ca antag, M5 PAM, M4 ag, CHO-K1 Ca PAM
COC(=O)C(C)N(C#N)c1nc(NC(C)C)nc(SC)n1 (centres undefined)
→ 3, 0.2, -7, 0, -6, -5, -8, 1, 4
Cn1c(N)c(C(=O)COC(=O)[C@H](Cc2ccccc2)N2C(=O)c3ccccc3C2=O)c(=O)n(C)c1=O
→ -23, 5.9, 4, 13, -1, 0, -8, 12, 22
O=C(Oc1cccc(NC(=O)c2ccco2)c1)c1cccc(S(=O)(=O)N2CCCCC2)c1
→ -13, 2.7, 2, 1, -1, -20, -7, 5, 20
O=C(COC(=O)C1CCN(S(=O)(=O)c2cccs2)CC1)Nc1ccccc1Br
→ -9, 5.9, -1, -15, 7, -3, -5, 14, 5
COc1cccc(CCN2C(=O)CCC3=C2CCC3=O)c1
→ 7, 4.0, -8, 0, 3, -10, -4, 1, 13
CC(NC(=O)C1CCN(Cc2ccc(Oc3ccccc3)cc2)CC1)c1cccc2ccccc12 (centres undefined)
→ -12, 8.3, 24, 0, 3, -4, -1, 25, 20
C=CCn1cc(C(=O)NCc2ccc(Cl)cc2)c(=O)c2cc(S(=O)(=O)N(CC)CC)ccc21
→ 6, 1.0, 2, -6, -2, -9, 1, 0, 25
CC(=O)N1CCOCCOCCOCC1
→ -7, 9.5, -8, 6, -1, -1, -1, 1, 20
CC(O)(c1cccnc1)c1nc(-c2cccc3cccnc23)cs1 (centres undefined)
→ 7, 0.4, -7, 3, 0, -7, 3, 0, 5
